Source: PubChem
KLK7 zymogen act: proKLK7 zymogen activators, primary screen, biochemical, fluorescence intensity. activation, % at 7 µM. Kallikrein-7 (Homo sapiens), P49862. 0.9% of 370,000 active. AID 652039, 2013. purified proKLK7, EDANS-DABCYL substrate fluorescence; 100% is mature enzyme control, 0% vehicle;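 active means activation above the mean of all tested compounds plus 3 SD, computed per campaign excluding outliers beyond control limits, cut at about 13% in these data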
ASAP1 inh: inhibitors of human ASAP1 ArfGAP activity, primary screen, biochemical, fluorescence polarization | Arf-GAP with SH3 domain, ANK repeat and PH domain-containing protein 1 (Homo sapiens), … | ASAP1-stimulated ARF1 GTP hydrolysis, GDP FP detection | inhibition, % at 16.5 µM | 0.19% of 360,000 active; in the data active means inhibition above about 25%;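 further: 0% = vehicle with enzyme and substrate and 100% = no enzyme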
PLCg1 inh: PLC-gamma1 enzyme inhibitors, primary screen, biochemical, fluorescence, purified enzyme; fluorogenic substrate; 1-phosphatidylinositol 4,5-bisphosphate phosphodiesterase gamma-1 (Homo sapiens), P19174; inhibition, % at 12.2 µM; 0.84% of 370,000 active; in the data active means inhibition above about 9.5%
TDP2 absorb: human TDP2 enzyme inhibitors, primary screen, biochemical, epi absorbance, recombinant enzyme; T5PNP hydrolysis, p-nitrophenol absorbance 415 nm; Tyrosyl-DNA phosphodiesterase 2 (Homo sapiens), O95551; inhibition, % at 12.8 µM; AID 720702, 2013; 0.34% of 370,000 active;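 active means inhibition above the mean of all tested compounds plus 3 SD, set per campaign, cut at about 25% in these data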;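 further: 0% = DMSO with enzyme and 100% = buffer with substrate but no TDP2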
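test system = human TDP2 enzyme | input = TDP2 enzyme at 120 nM final | medium = 50 mM Tris-HCl pH 7.5 with Mg2+, KCl, DTT, BSA | also added = T5PNP substrate, 5 mM | times = 2 h at 37 °C | technique = epi absorbance | benchmarks = high control without enzyme, low control DMSO plus TDP2 | replication = each compound tested once, singlicate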
Tn6 DDE FP: inhibitors of Tn6 peptide binding to fibrin DD(E), primary screen, biochemical, fluorescence polarization, human fibrin, Tn6 probe; Fibrinogen beta chain (Homo sapiens), P02675; Fibrin DD(E) TRITC-Tn6 fluorescence polarization displacement; inhibition, % at 8.3 µM; 0.21% of 370,000 active;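 active means inhibition above a per-campaign cutoff: mean of compounds within control limits plus 3 SD, cut at about 15% in these data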;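 further: 0% = median of all compound wells on the plate and 100% = blocking peptide control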
Target sequence (P02675 whole entry, looked up): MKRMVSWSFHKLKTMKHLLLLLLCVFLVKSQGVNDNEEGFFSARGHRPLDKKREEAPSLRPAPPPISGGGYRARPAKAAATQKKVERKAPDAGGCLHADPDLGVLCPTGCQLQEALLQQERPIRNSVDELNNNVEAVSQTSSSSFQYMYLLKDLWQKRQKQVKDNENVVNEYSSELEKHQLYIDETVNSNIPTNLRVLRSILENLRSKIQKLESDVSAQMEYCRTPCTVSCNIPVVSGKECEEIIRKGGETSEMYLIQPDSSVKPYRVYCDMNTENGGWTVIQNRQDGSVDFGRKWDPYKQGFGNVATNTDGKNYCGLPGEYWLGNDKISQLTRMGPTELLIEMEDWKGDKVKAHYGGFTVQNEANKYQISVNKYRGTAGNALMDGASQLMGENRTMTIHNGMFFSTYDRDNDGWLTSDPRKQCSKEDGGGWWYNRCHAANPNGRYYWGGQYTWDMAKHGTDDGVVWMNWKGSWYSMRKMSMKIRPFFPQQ
ADAM17 inh: ADAM17 inhibitors, primary screen, biochemical, QFRET; recombinant ADAM17, EDANS/DABCYL FRET peptide cleavage; inhibition, % at 6.95 µM; 0.83% of 370,000 active;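 active means inhibition above the mean of compounds lying between control limits plus 3 SD, set per campaign, cut at about 8.5% in these data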;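 further: 0% = DMSO-only wells as the low control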
ADAM10 inh: human ADAM10 inhibitors, primary screen, biochemical, QFRET, HTS; Disintegrin and metalloproteinase domain-containing protein 10 (Homo sapiens), O14672; recombinant ADAM10, EDANS/DABCYL FRET peptide cleavage, 3 h; inhibition, % at 7 µM; 0.62% of 370,000 active;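 active means inhibition above a per-campaign cutoff equal to the mean of compounds falling between control-based bounds plus 3 SD, cut at about 20% in these data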;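 further: 0% = DMSO wells while the 100% control is not disclosed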
Target sequence (O14672 214-748 limits assumed): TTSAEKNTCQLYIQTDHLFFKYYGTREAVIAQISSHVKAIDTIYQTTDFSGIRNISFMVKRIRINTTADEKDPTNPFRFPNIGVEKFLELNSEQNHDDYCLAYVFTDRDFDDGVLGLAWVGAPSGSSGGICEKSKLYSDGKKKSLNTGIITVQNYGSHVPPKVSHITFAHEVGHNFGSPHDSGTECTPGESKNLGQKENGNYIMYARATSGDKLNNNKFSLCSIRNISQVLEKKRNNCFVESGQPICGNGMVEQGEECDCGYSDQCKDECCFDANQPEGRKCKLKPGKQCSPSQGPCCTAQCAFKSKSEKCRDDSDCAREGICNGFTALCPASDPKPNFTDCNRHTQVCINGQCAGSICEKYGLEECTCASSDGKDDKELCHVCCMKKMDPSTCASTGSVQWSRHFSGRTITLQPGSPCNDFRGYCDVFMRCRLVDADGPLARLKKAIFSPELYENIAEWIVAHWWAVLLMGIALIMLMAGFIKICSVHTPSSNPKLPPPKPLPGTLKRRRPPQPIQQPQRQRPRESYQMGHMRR
DDE Tn7 FP inh: inhibitors of Tn7 peptide binding to fibrin DD(E), primary screen, biochemical, fluorescence polarization, human fibrin, Tn7 probe; FP displacement of FITC-Tn7 peptide from fibrin DD(E); 0% = median of compound wells per plate; inhibition, % at 8.3 µM; 0.13% of 370,000 active; Fibrinogen beta chain (Homo sapiens), P02675;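 active means inhibition above the mean of compounds falling within the control limits plus 3 SD of them, cut at about 14% in these data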;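 further: 0% = plate median of compound wells and 100% = 10 µM Aha-Tn7 peptide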
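Assay system: Human clot-derived fibrin DD(E) complex | Buffer or medium: Tris/NaCl/CaCl2 buffer, pH 7.8 | Repeats: One replicate per compound | Benchmarks: Aha-Tn7 high control | Measure: % inhibition scaled between sample-field median and high-control FP | Schedule: 10 min plus 3 h, room temperature | Signal: Fluorescence polarization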
ARFGAP1 inh: inhibitors of rat ARFGAP1 GAP activity, primary screen, biochemical, fluorescence polarization, GDP tracer. ADP-ribosylation factor GTPase-activating protein 1 (Rattus norvegicus), Q62848. Arfgap1-stimulated ARF1 GTP hydrolysis, GDP FP detection. inhibition, % at 16.5 µM. 0.26% of 360,000 active. AID 651572, 2012;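 active means inhibition above a per-plate limit, mean inhibition of low control wells plus 3 SD, cut at about 25% in these data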;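 further: 0% = DMSO wells with enzyme and 100% = wells lacking Arfgap1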
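material = rat Arfgap1 catalytic domain, aa 1-136 | also added = human ARF1(Δ1-17)-GTP substrate | compound dosing = one concentration, 16.5 µM, DMSO 1.26% | times = GTP hydrolysis reaction 2 h at 25 °C | measured by = FP, GDP Alexa 633 tracer displaced from anti-GDP antibody, 620/688 nm | evaluation = percent inhibition of Arfgap1-stimulated GTP hydrolysis | replication = single well per compound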
LEDGF integ inh: blockers of LEDGF/p75-dependent integrase strand transfer – biochemical, TR-FRET, high throughput, primary screen; inhibition, % at 3.7 µM; TR-FRET IN-LEDGF/p75 DNA integration, Eu/Cy5; 0.64% of 370,000 active; HIV-1 integrase (with human LEDGF/p75);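 active means inhibition above the screen-wide mean plus 3 SD, cut at about 13% in these data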;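 further: signal is the Cy5 over europium emission ratio at 671 and 618 nm; 0% = plate median of compound wells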
Starred values were filed as active, the others as inactive; i = inactive; . = not tested or not shown. Hits appear at their usual frequency. Share with any hit: about 4.2%.

SMILES	KLK7 zymogen act	ASAP1 inh	PLCg1 inh	TDP2 absorb	Tn6 DDE FP	ADAM17 inh	ADAM10 inh	DDE Tn7 FP inh	ARFGAP1 inh	LEDGF integ inh
Cc1ccc(-n2c(C)cc(/C=C3/C(=N)N4C(c5ccccc5)=CSC4=NC3=O)c2C)cc1	0.4	2	-3	10	4	-2	2	4	-6	0
CCCC[C@H]1C2CC(OC(=O)Nc3cccc(Br)c3)C(C2)[C@H]2CCCCN21 (some centres not stated)	0.3	.	0	-6	0	-3	-6	-4	.	5
N#Cc1ccc(C(=O)OCc2cccc(S(=O)(=O)N3CCOCC3)c2)cc1	0.4	12	1	-5	-3	-6	-13	0	2	-2
Cc1ccc(Cl)cc1NC(=O)COC(=O)c1ccc(N2CCCC2)c([N+](=O)[O-])c1	0.3	10	-1	-9	2	0	2	5	0	0
Cc1ccc(C)c(OCC(=O)Nc2nc3ccc([N+](=O)[O-])cc3s2)c1	0.1	-7	1	-13	3	2	7	4	8	-3
CCC1CCCCN1CCNS(=O)(=O)c1ccc2c(c1)CCN2C(C)=O (configuration not stated)	-0.2	-6	-6	-4	-5	2	-6	3	5	-6
O=C(COC(=O)c1cc(Br)ccc1O)Nc1ccc2c(c1)OCO2	3.9	-7	-7	0	-1	-6	-16	0	-10	-3
CS(=O)(=O)N(CC(=O)N1CCOCC1)c1ccccc1	-0.3	-12	1	14	10	2	5	-8	0	5
COc1ccc(C(=O)N[C@H](C(=O)NCCc2ccc3c(c2)OCCO3)C(C)C)cc1	0.2	2	-4	-2	-6	1	-7	2	-1	0
CCN(C(=O)COC(=O)c1n[nH]c2ccccc12)c1ccccc1	0.6	-10	-4	-5	2	-1	-13	4	-2	-1
COc1ccc(CCNC(=O)Nc2nc(C(N)Cc3ccccc3)cs2)cc1OC (configuration not stated)	-0.2	-7	9.6*	-12	-2	8	13	-1	4	12
COc1coc(/C=C/C(=O)O)cc1=O	0.6	-15	-4	4	1	-5	-17	3	1	0
CCN(CC)C(=O)c1nc[nH]c1C(=O)N1CCN(C(=O)OC(C)(C)C)CC1	-0.2	1	4	-9	-11	5	2	-8	7	2
Cc1noc(C)c1C(=O)OCC(=O)NCc1ccc(Cl)cc1	-0.3	3	-2	1	6	-4	-13	12	-8	0
C=C(C)C1CC=C(C)/C(=N/NC(=O)COc2ccccc2C)C1 (configuration not stated)	-0.3	-2	-3	2	1	-1	-1	0	-6	3
CCOC(=O)c1[nH]c2ccccc2c1NC(=O)CCN1CC(C)OC(C)C1 (configuration not stated)	-0.2	-5	-2	-1	4	-3	-12	-2	-4	-2
C=CCNC(=O)c1ccc(C2SCC(=O)N2Cc2ccccc2)cc1 (configuration not stated)	-0.1	3	-5	-8	-12	-14	-32	-1	13	0
COc1ccc(CCC(=O)OCC(=O)Nc2ccccc2)cc1	-0.3	2	-3	6	-1	-4	5	6	0	-2
Cc1cc2c(=O)n(C)c(SCC(=O)NCC3CCCO3)nc2s1 (configuration not stated)	0.6	-4	-2	3	5	-2	-14	8	5	-1
COc1ccc(C(=O)NC(=S)N2CCN(c3ccccc3OC)CC2)cc1OC	-0.1	9	2	-13	5	-2	1	-6	9	1
c1ccc(CC(Cc2ccccc2)c2ccccn2)cc1	0.1	-9	0	8	-1	-2	-9	5	-3	-3
Cc1ccc(-n2c(=O)c3c(n4cnnc24)-c2ccccc2CC32CCCCC2)cc1	0.5	5	-3	9	-1	0	1	4	-5	-3
O=C(CSC1=NCCS1)Nc1ccc2ccccc2c1	0.6	-6	1	6	1	-3	6	7	7	-3
CCOC(=O)C1(Cc2cccc(Cl)c2)CCCN(C(=O)c2ccnn2C)C1 (configuration not stated)	-0.1	17	4	3	-1	0	5	-3	-1	3
FC(F)(F)c1ccccc1CN1CCCc2nc(-c3ccc(Br)cc3)ccc21	-2.7	2	-31	-3	6	-16	-60	5	4	-2

Sorted by molecular weight (ascending): some entries from above.
SMILES	KLK7 zymogen act	ASAP1 inh	PLCg1 inh	TDP2 absorb	Tn6 DDE FP	ADAM17 inh	ADAM10 inh	DDE Tn7 FP inh	ARFGAP1 inh	LEDGF integ inh
O=C(COC(=O)c1cc(Br)ccc1O)Nc1ccc2c(c1)OCO2	3.9	-7	-7	0	-1	-6	-16	0	-10	-3
COc1ccc(C(=O)NC(=S)N2CCN(c3ccccc3OC)CC2)cc1OC	-0.1	9	2	-13	5	-2	1	-6	9	1
COc1ccc(CCNC(=O)Nc2nc(C(N)Cc3ccccc3)cs2)cc1OC (configuration not stated)	-0.2	-7	9.6*	-12	-2	8	13	-1	4	12

Next section.
SMILES	KLK7 zymogen act	ASAP1 inh	PLCg1 inh	TDP2 absorb	Tn6 DDE FP	ADAM17 inh	ADAM10 inh	DDE Tn7 FP inh	ARFGAP1 inh	LEDGF integ inh
O=C(N/C(=C/c1ccccc1F)C(=O)N1CCCCC1)c1ccccc1	0.5	-5	3	-10	-6	-4	1	2	-7	6
Cc1cc(C(=O)NC2=NCCS2)c2ccccc2n1	0.2	-4	-1	3	4	-2	-5	7	-11	-5
CN1C(=O)CSc2ccc(NC(=O)N3CCN(c4ccccc4)CC3)cc21	0.0	3	3	5	8	5	3	-4	4	1
Cc1ccc(N(C)S(=O)(=O)c2cccc(C(=O)N(C)Cc3cnn(-c4ccccc4)c3)c2)cc1	0.6	-4	4	-7	5	5	9	-5	13	3
CCCN(CC(=O)Nc1ccccc1OC)C(=O)c1ccc(COc2ccccc2)o1	-0.3	14	6	-12	-9	-4	-19	1	0	-2
COc1ccc(CN(C(=O)c2ccco2)C2CC(C)N(C)CC2C)cc1 (configuration not stated)	0.0	-6	0	-3	0	-6	-12	-1	-8	3
O=C(CN1CCOCC1)N1CCOCC1	-0.3	0	8	-5	1	-4	-4	6	-9	6
Cc1cccc(OCC(=O)OCC(=O)N(CC(C)C)c2c(N)n(Cc3ccccc3)c(=O)[nH]c2=O)c1C	0.1	11	14*	-14	5	5	4	-1	6	7
Cc1cccc(NC(=S)Nc2ccccn2)c1	-0.1	-3	1	-3	3	-1	2	-3	1	-1
O=c1c2ccccc2nc(/C=C/c2cccnc2)n1CCc1ccccc1	-0.2	3	-5	-10	-9	-3	8	5	15	3
COc1ccc(C2c3[nH]c4ccccc4c3C[C@H]3C(=O)N(CC(C)C)CC(=O)N23)c(OC)c1 (some centres not stated)	0.7	-8	0	3	-3	1	6	3	0	-3
COc1ccc(C(=O)C2CCN(CC(=O)Nc3ccc(C)cc3)CC2)cc1	1.0	3	0	19	-7	2	3	1	-2	0
CC(=O)N1c2ccc(S(=O)(=O)N3CCC(C(=O)N4CCN(c5ccccc5)CC4)CC3)cc2CC1C (configuration not stated)	0.9	-6	4	-5	-14	1	3	-3	1	-2
COC(=O)c1cnn2c(C(F)(F)F)cc(-c3ccc(F)cc3)nc12	1.6	10	-55	-6	1	-7	-41	-6	8	2
Cc1cc([N+](=O)[O-])nn1CC(=O)Nc1sc2c(c1C(N)=O)CCCC2	0.2	-12	0	16	2	-2	-4	-1	5	-1
Cc1ccc2c(c1)COc1c3ccc(C(=O)NC(C)C)cc3nn1-2	7.1	7	-93	-20	-4	-80	-301	-2	-5	-2
O=C(N/N=C/C=C\c1ccccc1[N+](=O)[O-])c1cccnc1	-0.5	-8	1	5	-9	-3	-1	-5	-2	-5
O=c1[nH]cnc2c1ncn2[C@H]1CC[C@@H](CO)O1	-0.3	-6	1	-2	2	-6	-4	9	-5	3
O=C(CSc1nnc(CNC(=O)c2ccccc2F)o1)Nc1cccc(C(F)(F)F)c1	-1.0	-1	-3	-13	1	1	0	-6	-1	-1
CC(=O)Nc1nn(C)c2nc3cc(C)ccc3cc12	5.1	4	-423	-10	1	-23	-67	8	1	-4
CCOC(=O)c1cc2ccc(OC)cc2oc1=O	-1.7	9	-222	10	-2	i	i	4	-2	3
COc1ccc(S(=O)(=O)N(C)CC(=O)NCc2ccccn2)cc1	-0.1	8	-2	-19	-3	0	0	-7	-9	6
NS(=O)(=O)c1ccc(CCNCc2cccnc2)cc1	-0.1	1	-3	5	-6	0	3	-9	7	1
COc1ccccc1OCC(=O)Nc1cc(S(=O)(=O)N2CCCCC2)ccc1N1CCCCC1	-0.2	-1	-7	3	-15	3	9	2	8	-2
COc1ccc(NC(=O)c2cccc(S(=O)(=O)N3CCCC3)c2)cc1OC	-0.2	-10	2	-1	5	2	0	2	2	2

Later entries.
SMILES	KLK7 zymogen act	ASAP1 inh	PLCg1 inh	TDP2 absorb	Tn6 DDE FP	ADAM17 inh	ADAM10 inh	DDE Tn7 FP inh	ARFGAP1 inh	LEDGF integ inh
CCC(C)(C)n1nnnc1C(c1ccc(OC)c(OC)c1)N1CCN(c2ccc(F)cc2)CC1 (configuration not stated)	0.4	18	4	1	0	-3	-7	5	10	3
Cc1cccc[n+]1CC(=O)Nc1ccc([N+](=O)[O-])cc1	-0.4	-2	1	5	-2	1	0	-5	-1	0
Cc1ccc(CC(=O)N2CCN(C(=O)C3CCCO3)CC2)cc1 (configuration not stated)	0.2	-2	4	-13	4	1	-15	-4	-4	-4
CC(C)CN1CCC(C(=O)NC(c2ccc(F)cc2)c2ccc3ccccc3n2)CC1 (configuration not stated)	-0.9	0	-14	-6	-2	-9	-17	0	-13	4
Nc1cc(=O)nc(SCC(=O)Nc2ccccc2Cl)n1-c1ccccc1	-0.1	-16	-11	-12	2	2	-3	-14	-4	0
O=C(NCCN1CCCC1)c1ccc2c(c1)N(Cc1ccccc1)C(=O)c1ccccc1S2(=O)=O	-0.7	4	2	-11	-1	-1	-2	1	3	0
Cc1cc(C)c(C)c(S(=O)(=O)N2CCCN(C)CC2)c1C	-0.8	-4	1	-9	-2	-1	0	-1	5	-8
O=C1CN(C(=O)COC(=O)CNC(=O)c2ccc(Cl)cc2)c2ccccc2N1	-0.3	12	2	-7	-2	-5	-8	-5	4	-4
